Myeloid diff MLP: induction of myeloid progenitor differentiation, primary screen, cell-based, flow cytometry, MLPCN library | calls only at 10 µM | AID 624256, 2012 | 1% of 360,000 active | ER-HoxA9 myeloid progenitors, lysozyme-GFP differentiation;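 active = normalized GFP-positive differentiation at or above the plate's own cutoff, the solvent-only control mean plus 3 SD; inconclusive = no clear call, values can overlap the other calls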;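 note: cells exposed to compound for four days before flow analysis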
Ins promoter up: insulin promoter activators in MIN6 cells, imaging, high-content screening, mouse beta cells | MIN6 insulin promoter-GFP reporter; stronger effect = higher value | z-score at 5 µM | 0.3% of 190,000 active | AID 1625, 2009;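 active = z-score above 3 at 5 µM with at least 500 cells counted in the well; inconclusive = wells under 500 cells, flagged as cytotoxic or low count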
PMI inhibitors: inhibitors of human PMI, primary screen, biochemical, fluorescence intensity, coupled assay (AID 1209). Mannose-6-phosphate isomerase (Homo sapiens). purified PMI enzyme, coupled fluorescence intensity; higher % means a stronger effect. inhibition, % at 20 µM; hits with a dose series show IC50 in µM. 0.42% of 190,000 active; in the data active = inhibition above about 50%;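 note: plate controls were DMSO vehicle for no effect and wells lacking substrate for full effect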
Dynein cargo inh: inhibitors of GR-EGFP nuclear translocation, primary screen, dynein cargo transport inhibitor project, imaging, high-content, 3617.4 mouse cells; test concentration mostly 20 µM; stimulated with dexamethasone, 1 µM; stronger effect = lower value; z-score, hits read low; 0.47% of 220,000 active;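 active = plate z-score of nuclear minus cytoplasmic receptor signal below a set negative limit, without overly bright fluorescence or cell loss, cut at about -3.5 in these data, passing the limit was not always enough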;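 note: z-score of nuclear minus cytoplasmic ring GR-EGFP intensity difference per well; some compounds called inactive have numbers as strong as hits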
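Also added – dexamethasone, 1.0 µM final · Buffer or medium – tet-free, stripped-serum medium · Schedule – induction 48 h, compound 1 h, agonist 30 min · Detection – formaldehyde fixation, Hoechst nuclear stain, 10x automated fluorescence imaging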
TNAP activation fold: human TNAP enzyme activators, primary screen, biochemical, luminescent, no phosphate acceptor, uHTS (AID 1001); activation fold at 20 µM; hits with a dose series show EC50 in µM; 0.03% of 200,000 active; purified TNAP, luminescent activation assay, no phosphate acceptor; higher activation fold means a stronger effect; Alkaline phosphatase, tissue-nonspecific isozyme (Homo sapiens); in the data active = activation fold from about 3, or a potency from the dose series; inactive = the rest, 99 in 100 with activation fold below about 1.6; note: many of its hits are not listed in these tables
b-catenin transl: modulators of beta-catenin nuclear translocation, primary screen, imaging, HeLa cells, immunofluorescence, high-content | nuclear translocation activity, % at 5 µM | AID 1665, 2009 | 0.3% of 190,000 active;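 active = nuclear translocation activity above 50% at 5 µM, with a well cell count of 50 or more; inconclusive = wells under 50 cells across six images, flagged as toxic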;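 note: per-cell ratio of nuclear to cytoplasmic median beta-catenin stain intensity; plate controls were DMSO negative control for no effect and GSK-3 inhibitor IX positive control for full effect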
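Assay system: human HeLa cells, native beta-catenin; doses: 5 µM primary, 0.02–20 µM confirmation; incubation: compound treatment 24 h, 37°C, 5% CO2; technique: fluorescence imaging of beta-catenin antibody stain plus DAPI; measure: % activation, nuclear-to-cytoplasmic median beta-catenin signal ratio per cell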
MT stabilizer: microtubule stabilizers in HeLa cells, primary screen, imaging, high-content imaging; 0.83% of 200,000 active; HeLa tubulin immunostaining HCS, 24 h; share of cells brighter than vehicle mean+2SD; % tubulin-high responders, % at 10 µM; AID 2205, 2009;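 active = plate Z-score above 3 for both tubulin-high and condensed-nucleus cell shares, with cell loss under 80%, at 10 µM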;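 note: anti alpha tubulin signal scored within the nucleus-defined area of each cell; some results filed as inactive read as strong as hits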
T cell modulator: modulators of CD8 T cell-vesicle binding, primary screen, mouse 2C CD8+ T cells, flow cytometry. 2C CD8+ T cell-vesicle binding; stronger effect = lower value. calls only at 7 µM. 0.068% of 330,000 active. AID 2052, 2009;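 active = response, share of CD8 T cells binding vesicles, and their 90th percentile fluorescence all below set limits, cut at about 80% in these data, passing the limit was not always enough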
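Assay system: 2C TCR transgenic mouse naive CD8+ T cells, MACS-purified | Read-out: CD8+ gate FL2 mean fluorescence as % of same-row positive control | Signal: High-throughput flow cytometry with anti-B7-1 and anti-CD8 staining | Timing: Binding step 1.5 h, 37 °C, antibody labelling 20 min, ice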
Hep lipid drop: inhibitors of hepatocyte lipid droplet formation, primary screen, imaging, high-throughput imaging, BODIPY stain; 0.4% of 240,000 active; inhibition, % at 6.5 µM; AML12 mouse hepatocytes, oleate lipid droplets;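 active = lipid droplet intensity inhibited by at least 50%, with more than 500 cells counted; inconclusive = wells with under 300 cells, treated as cytotoxic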
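Material: mouse AML12 hepatocyte cell line, fixed after treatment; Timing: compound with oleate, overnight; Technique: high-content imaging of BODIPY-stained droplets and DAPI nuclei; Probe or stimulus: oleate, 100 µM final; Dosing: compound at 6.5 µM only.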
Dynein cargo inh cytoplasmic EGFP: further read-out of Dynein cargo inh, marked with its call; z-score; measured here: cytoplasmic GR-EGFP intensity; stronger effect = higher value
Dynein cargo inh nuclear GR-EGFP: further read-out of Dynein cargo inh, marked with its call; z-score; measured here: nuclear GR-EGFP intensity;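 lower value marks the stronger effect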
Dynein cargo inh cell count: recorded beside Dynein cargo inh, whose call it bears; z-score; measured here: cell count per field
Ins promoter up cell count: further read-out of Ins promoter up, marked with its call; cell count; measured here: cytotoxicity, nuclei count;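 total cells summed across four imaged fields per well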
Hep lipid drop cells 6.5 µM: also measured in Hep lipid drop; calls as there; cell count; measured here: cell count, cytotoxicity flag;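 cells counted across two imaged fields per well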
b-catenin transl cell count 5 µM: also measured in b-catenin transl; calls as there; cell count; measured here: cell count, cytotoxicity flag
T cell modulator vesicle-bound %: recorded beside T cell modulator, whose call it bears; double positive events, %; measured here: CD8+ vesicle-bound cell fraction;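 binding gate set so that unloaded-vesicle control wells show 10% double positive cells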
MT stabilizer Hoechst-high %: further read-out of MT stabilizer, marked with its call; % Hoechst-high responders; measured here: nuclear condensation Hoechst responders;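 share of cells brighter than vehicle mean plus two SD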
MT stabilizer cytotoxicity %: also measured in MT stabilizer; calls as there; toxicity, %; measured here: cytotoxicity by cell density;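 0% = mean cell density of plate MIN control wells and 100% = no cells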
Myeloid diff MLP GFP+ MAC1+ %: also measured in Myeloid diff MLP; calls as there; GFP+ MAC1+ double positive, %; measured here: differentiation confirmed by MAC1 staining
* = called active by the depositor; i = inactive; ? = inconclusive; nt = no result given.

SMILES	Myeloid diff MLP	Myeloid diff MLP GFP+ MAC1+ %	Ins promoter up	Ins promoter up cell count	PMI inhibitors	Dynein cargo inh	Dynein cargo inh cytoplasmic EGFP	Dynein cargo inh nuclear GR-EGFP	Dynein cargo inh cell count	TNAP activation fold	b-catenin transl	b-catenin transl cell count 5 µM	MT stabilizer	MT stabilizer Hoechst-high %	MT stabilizer cytotoxicity %	T cell modulator	T cell modulator vesicle-bound %	Hep lipid drop	Hep lipid drop cells 6.5 µM
Cc1cc(Cl)ccc1NC(=S)NCc1cccs1	i	0.7	0.02	1422	5%	-0.49	-0.23	-0.4	1.2	1.1	-1.3	958	3.6	1.6	5.5	i	48	nt	nt
Cc1ccc(C23CC4CC(CC(CC(=O)N5CCOCC5)(C4)C2)C3)cc1	i	0.9	-0.8	1015	-4%	1.5	-0.012	1.3	-2.7	1	3.3	1009	3.2	1.2	4.5	i	41	-2	761
CCOC(=O)C1CCN(S(=O)(=O)c2ccc(C(C)(C)C)cc2)CC1	i	1.0	-0.32	1686	14%	-0.74	0.47	-0.019	1.2	1.1	9.0	896	0.9	1.1	1.9	i	46	0	730
CCOC(=O)CSc1ncc(-c2ccccc2)cn1	i	3.7	0.27	1305	4%	0.34	-0.14	-0.15	0.0016	1.1	1.8	804	2.1	2.1	2.9	i	40	nt	nt
Cc1ccc(C(=O)COC(=O)c2ccncc2)cc1[N+](=O)[O-]	i	0.3	0.52	1368	-17%	1.6	-0.23	0.71	-0.63	1.1	-2.6	1037	3.6	0.8	4.1	i	36	3	638
CC(C)(C)OC(=O)NCc1ccc(NC(=O)c2nc[nH]c2C(=O)N[C@@H](Cc2ccccc2)C(=O)OCc2ccccc2)cc1	i	0.6	0.92	664	nt	-0.88	-0.8	-0.37	0.47	nt	-0.9	1352	nt	nt	nt	i	23	-7	733
COc1ccc(C(=O)Nc2ccccc2C(=O)NC(Cc2ccc(O)cc2)C(=O)NNC(=O)c2ccccc2)cc1 (stereo not drawn)	i	0.9	0.21	1293	12%	-0.53	-0.17	-0.49	0.67	1.4	1.0	939	5.0	1.4	1.3	i	8	-48	676
S=c1[nH]nc(-c2cccnc2)n1/N=C/C=C/c1ccco1	?	nt	-0.47	1496	-18%	-0.18	-0.35	-0.64	0.47	0.8	-0.8	1502	3.3	1.8	8.0	i	54	-22	702
COc1cccc(OCc2nnc(SCC(=O)OCc3ccccc3)o2)c1	i	6.3	0.75	1816	26%	0.13	-0.23	-0.13	-0.61	1.2	-0.6	1077	2.7	1.9	3.9	i	47	-2	651
Cc1ccc(C(=O)OCC(=O)Nc2ccccc2Cl)c(O)c1	i	0.1	0.18	988	nt	0.85	-0.3	0.3	0.41	nt	0.2	1332	nt	nt	nt	i	46	1	651
COc1ccc(Cc2noc(CN3CCCN(Cc4ccc(F)cc4)CC3)n2)cc1OC	i	1.0	nt	nt	nt	1.5	0.13	1.2	-0.93	1.1	1.0	1499	1.2	0.8	5.5	i	57	-20	644
Cc1c(O)c(CN2CCCCC2)cc2c3c(c(=O)oc12)CCC3	i	0.1	-0.05	1381	22%	0.56	0.19	0.38	-1.6	1.2	0.1	1150	3.7	2.9	0.1	i	16	24	808
C#CCOc1ccccc1CNc1ccccc1	i	0.3	0.32	1384	1%	2	-0.13	1.3	-1.4	1.1	-1.7	580	6.2	2.5	10	i	44	-16	651
CC(=O)Nc1ccc(C(=O)NNC(=O)Cc2ccccc2)cc1	i	0.7	-0.29	1407	6%	-0.37	-0.19	-0.32	0.56	1.1	-2.1	1117	1.5	1.3	4.5	i	65	-5	649
O=C(/C=C/c1ccc(Cl)cc1Cl)c1cccnc1	i	1.3	-0.24	1204	-5%	-0.97	0.36	-0.21	-0.55	1.1	-2.3	1422	2.5	1.6	0.6	i	40	nt	nt
Cc1cnc(NC(=O)c2ccccn2)s1	i	0.8	-0.39	1257	nt	0.41	-0.26	-0.081	-0.45	nt	0.1	1327	nt	nt	nt	i	34	-13	703
N[C@@H](Cc1ccccc1)c1nnc(SCc2ccccc2Cl)o1	i	1.2	0.77	1322	19%	0.81	-0.21	0.27	-0.51	1.1	nt	nt	3.7	2.7	7.7	i	24	-15	745
O=C(OCc1nc2ccccc2c(=O)[nH]1)c1cccs1	i	0.4	-0.43	696	3%	-0.96	-0.21	-0.38	0.37	1	-1.2	1160	1.7	1.9	7.9	i	48	nt	nt
CC1(C)CC(=O)C(C=NCCN2CCN(C(=S)Nc3cccc(Cl)c3)CC2)=C(O)C1	i	3.3	-0.09	1501	-4%	-0.6	-0.15	-0.35	0.052	1.1	-0.5	1325	1.9	1.9	9.3	nt	nt	nt	nt
COC(=O)c1cc(OC)c(OC)cc1NC(=O)Nc1ccccc1F	i	0.7	-0.54	1107	nt	-0.48	-0.045	0.34	-0.14	nt	-2.0	1375	nt	nt	nt	i	51	8	726
CCOP(=O)(OCC)C(NCc1ccccc1)c1ccc(Br)cc1 (stereo not drawn)	i	0.7	nt	nt	-8%	0.48	0.15	0.47	-0.18	1	nt	nt	2.6	1.4	12	i	58	2	822
O=C(CN1C(=O)NC2(CCCC2)C1=O)N1CCc2ccccc2C1	i	0.2	1	1268	3%	0.11	0.59	0.091	0.41	1	1.5	1016	2.1	2.3	5.2	i	55	3	716
CCCCCOC(=O)C(C)c1c(C)[nH]c(=S)[nH]c1=O (stereo not drawn)	i	0.8	0.03	1265	4%	2.6	-0.11	1.4	-1.6	1.1	-8.8	1031	5.0	2.0	3.8	i	30	nt	nt
O=[N+]([O-])c1cc2c(cc1/C=N/Nc1nc(Nc3ccccc3)nc(N3CCCCC3)n1)OCO2	i	0.8	nt	nt	-2%	0.71	-0.22	-0.41	-0.66	1	nt	nt	1.9	3.0	3.1	i	13	nt	nt
O=C(CCC1CCCN(C(=O)Cn2cnnn2)C1)NCc1ccccc1F (stereo not drawn)	i	0.7	-0.11	1525	6%	1.2	-0.32	0.89	-0.24	1.1	-1.1	1010	2.7	2.8	6.1	i	32	1	768
COc1ccc(C2C(C(=O)O)CCC(=O)N2c2ccc(C)cc2)cc1OC (stereo not drawn)	i	0.0	0.81	893	nt	-0.19	-0.11	0.79	-1.9	nt	1.0	1313	nt	nt	nt	i	14	-1	638
CCOC(=O)C(NC(=O)CCC(=O)Nc1ccc(S(N)(=O)=O)cc1)C(O)c1ccccc1 (stereo not drawn)	nt	nt	nt	nt	10%	-0.38	-0.22	0.31	0.38	1.1	-2.5	1015	5.1	2.0	7.1	nt	nt	nt	nt
COc1cc(Cl)cc(C(=O)O)c1OCC(=O)O	i	0.7	0.09	1385	1%	0.95	-0.088	0.71	-1.4	1	-1.3	1021	5.7	1.9	11	i	54	4	667
CC(C)C(C(=O)NCc1ccco1)N(C(=O)CNS(=O)(=O)c1ccccc1)c1ccccc1 (stereo not drawn)	i	0.1	0.06	1394	0%	-0.66	-0.32	-0.79	0.35	1.1	0.4	1468	1.4	1.6	6.9	i	33	-10	690
Cc1cc(S(=O)(=O)N2CCCC2)ccc1OCC(=O)N1CCOCC1	i	6.6	-0.13	1299	7%	0.25	-0.24	-0.032	-1.1	1.1	-0.2	1048	2.6	1.4	4.5	i	19	0	715
CC1(C)CC(CC(=O)NNc2nc(-c3ccccc3)cs2)C(=O)O1 (stereo not drawn)	i	0.4	-0.15	1250	-8%	0.56	-0.25	-0.038	-0.17	1.2	-1.8	584	4.4	2.7	0.3	i	36	-10	723
CC(C)NC(=S)N(C)C1(c2ccccc2Cl)CCCCC1=O (stereo not drawn)	i	0.1	-0.47	1335	11%	-1.1	-0.31	-0.71	1.2	1	-1.7	987	3.0	3.3	8.6	i	56	-21	502
COc1ccccc1OCC(=O)Nc1ccc(O)cc1C(=O)O	i	1.7	0.22	1036	-4%	0.28	-0.24	0.47	0.054	1.1	nt	nt	2.1	0.7	5.4	i	49	nt	nt

Full records, quoted from the list. Order of screens: Myeloid diff MLP, Myeloid diff MLP GFP+ MAC1+ %, Ins promoter up, Ins promoter up cell count, PMI inhibitors, Dynein cargo inh, Dynein cargo inh cytoplasmic EGFP, Dynein cargo inh nuclear GR-EGFP, Dynein cargo inh cell count, TNAP activation fold, b-catenin transl, b-catenin transl cell count 5 µM, MT stabilizer, MT stabilizer Hoechst-high %, MT stabilizer cytotoxicity %, T cell modulator, T cell modulator vesicle-bound %, Hep lipid drop, Hep lipid drop cells 6.5 µM
CCOC(=O)C(NC(=O)CCC(=O)Nc1ccc(S(N)(=O)=O)cc1)C(O)c1ccccc1 (stereo not drawn) in the list: nt, nt, nt, nt, 10%, -0.38, -0.22, 0.31, 0.38, 1.1, -2.5, 1015, 5.1, 2.0, 7.1, nt, nt, nt, nt
COc1ccccc1OCC(=O)Nc1ccc(O)cc1C(=O)O in the list: i, 1.7, 0.22, 1036, -4%, 0.28, -0.24, 0.47, 0.054, 1.1, nt, nt, 2.1, 0.7, 5.4, i, 49, nt, nt
